SSB-PriA inh – inhibitors of Klebsiella pneumoniae PriA binding to SSB C-terminal tail, primary screen, biochemical, AlphaScreen. AlphaScreen SSBct-PriA binding, biotinylated peptide. PriA–SSB C-terminal tail interaction (Klebsiella pneumoniae). 430,000 tested, 0.6% active. inhibition, % at 33 µM; in the data active means inhibition mostly above about 37%, no sharp cut-off; inactive means mostly below about 20%;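 further: plate controls were negative control peptide for no effect and reference peptide for full effect; strong numbers were not always called active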
Numbers without * were called inactive; & = joins results of further samples. The list is partial; the hit share may differ from the screen's.

The opening 4 compounds as a preview:
What do the screens show for `CCSc1ccccc1C(=O)N(CCN(C)C)c1nc2ccc(F)cc2s1`?
SSB-PriA inh: 11.0

What do the screens show for `O=C(CSc1nc(=O)n(CCCO)c2c1CCC2)Nc1ccc2c(c1)OCO2`?
SSB-PriA inh: -1.0

How did COc1cc(NC(=O)Cn2cnc3c(sc4cccc(F)c43)c2=O)cc(OC)c1OC do in these assays?
SSB-PriA inh: 4.0

Results for Cc1ccc(C(C)C)c(OC[C@@H](O)CN2CCC(Cc3ccccc3)CC2)c1 ?
SSB-PriA inh: -6.0

This part in full (from the top)
What do the screens show for `CCSc1ccccc1C(=O)N(CCN(C)C)c1nc2ccc(F)cc2s1`?
SSB-PriA inh: 11.0

What do the screens show for `O=C(CSc1nc(=O)n(CCCO)c2c1CCC2)Nc1ccc2c(c1)OCO2`?
SSB-PriA inh: -1.0

How did COc1cc(NC(=O)Cn2cnc3c(sc4cccc(F)c43)c2=O)cc(OC)c1OC do in these assays?
SSB-PriA inh: 4.0

Results for Cc1ccc(C(C)C)c(OC[C@@H](O)CN2CCC(Cc3ccccc3)CC2)c1 ?
SSB-PriA inh: -6.0

Results for CN(C)c1ccc(CCCNC(=O)c2ccco2)cc1 ?
SSB-PriA inh: -10.0

How did O=C(CSc1ccc(-c2cccnc2)nn1)Nc1ccc2c(c1)OCCO2 do in these assays?
SSB-PriA inh: -19.0

Results for CCOc1ccccc1C(=O)NCCc1cn2ccsc2n1 ?
SSB-PriA inh: -20.0

What do the screens show for `COc1ccc(S(=O)(=O)N2CCC(C(=O)Nc3cc(C)nn3C(C)C)CC2)cc1`?
SSB-PriA inh: -13.0

What do the screens show for `O=C(NCCOc1ccc2nnc(-c3ccccc3)n2n1)c1ccco1`?
SSB-PriA inh: 2.0

What do the screens show for `Cc1nc2ccc3nc(NC(=O)Cc4ccc(F)cc4)sc3c2s1`?
SSB-PriA inh: 1.0&5.0

Results for CNCc1cc(=O)n2cc(C)ccc2n1 ?
SSB-PriA inh: -12.0

Results for O=C(N1CCN(C(c2ccccc2)c2ccccc2)CC1)C12CC3CC(CC(C3)C1)C2 ?
SSB-PriA inh: -5.0

How did COc1ccc(S(=O)(=O)Nc2ccc3c(c2)CN(C(=O)c2ccccc2)CC3)cc1C do in these assays?
SSB-PriA inh: 15.0

How did CCOC(=O)c1c(NC(=O)CSc2n[nH]c(N)n2)sc(C)c1C do in these assays?
SSB-PriA inh: -2.0

How did C=C(C)COc1ccc2oc(=O)cc(-c3cc4ccccc4o3)c2c1 do in these assays?
SSB-PriA inh: -11.0

What do the screens show for `CCOC(=O)c1c(N=Cc2ccc(C)cc2O)sc2c1CCC2`?
SSB-PriA inh: -15.4

What do the screens show for `O=C(c1ccc(Br)o1)N1CCN(S(=O)(=O)c2cc3c4c(c2)CCN4C(=O)CC3)CC1`?
SSB-PriA inh: -7.0&1.0

What do the screens show for `CCCCOc1ccc(C(=O)Nc2nnc(-c3ccco3)o2)cc1`?
SSB-PriA inh: -1.0

How did CCOC(=O)N1CCN(C(=O)c2ccc(N3CCCC3)nn2)CC1 do in these assays?
SSB-PriA inh: -18.0

Results for Cc1cccc(CC(=O)NNC(=O)c2ccc(=O)n(Cc3ccccc3)c2)c1 ?
SSB-PriA inh: -6.0

How did CC(C)C(=O)Nc1ccc(S(=O)(=O)N(CCc2cccs2)Cc2cccnc2)cc1 do in these assays?
SSB-PriA inh: -10.0

How did O=C(Nc1ccc2c(c1)N(C(=O)c1cccs1)CCC2)c1ccc(Br)o1 do in these assays?
SSB-PriA inh: -9.0

How did COc1ccc(F)cc1S(=O)(=O)N1CCN(c2nc3c(C(F)(F)F)cccc3s2)CC1 do in these assays?
SSB-PriA inh: -7.0

Results for Cc1cc(-c2ccccc2)nc(NN=Cc2ccccc2)n1 ?
SSB-PriA inh: -6.4

What do the screens show for `CCC(=O)N1CCc2ccc(N)cc2C1`?
SSB-PriA inh: 30.0

How did CSC(=S)NN=Cc1ccccc1 do in these assays?
SSB-PriA inh: -10.9

How did Cn1cc([N+](=O)[O-])c(C(=O)NN=Cc2ccccc2)n1 do in these assays?
SSB-PriA inh: -11.6

Results for Cc1cc(N(C)C)nc(CNC(=O)[C@H](C)Oc2ccccc2)n1 ?
SSB-PriA inh: -7.0

What do the screens show for `CSCCC(C)(O)CNC(=O)Nc1ccc(Cl)c(Cl)c1` (stereo not drawn)?
SSB-PriA inh: -6.0

What do the screens show for `Cc1cccc(NC(=O)NCCOc2ccc3nnc(-c4ccccc4)n3n2)c1C`?
SSB-PriA inh: 4.0

Results for C/C(C=NNC(=O)c1nnn(-c2nonc2N)c1C(C)C)=C\c1ccccc1 ?
SSB-PriA inh: -2.2

What do the screens show for `Cc1nc2oc(-c3ccccc3)nc2cc1NC(=O)CCc1c(C)noc1C`?
SSB-PriA inh: -7.0

Results for O=C(Cn1ncccc1=O)NCc1cccnc1-c1cccs1 ?
SSB-PriA inh: -13.0

Results for Cc1ccnc(Nc2cc(NCCNC(=O)Nc3ccccc3Cl)nc(C)n2)c1 ?
SSB-PriA inh: -2.0

What do the screens show for `Cc1ccc(OCCCC(=O)Nc2cc(C)cc(C)c2)cc1`?
SSB-PriA inh: -19.0

Results for COc1ccc(Cl)cc1NC(=O)CSc1ncc(S(=O)(=O)c2cccs2)c(N)n1 ?
SSB-PriA inh: -8.0

How did O=C(Nc1ccc2c(c1)N(C(=O)C1CC1)CC2)c1cccc(F)c1 do in these assays?
SSB-PriA inh: 10.0

Results for Cc1ccc(C(=O)CC2SC(=N)NC2=O)cc1 (stereo not drawn) ?
SSB-PriA inh: 4.8

What do the screens show for `COc1ccc(C(=O)Nc2cccc(-n3c(C)nc4ccccc4c3=O)c2)cc1OC`?
SSB-PriA inh: 6.0

What do the screens show for `COC(=O)CN1CCN(c2nc3c(c(=O)[nH]c(=O)n3C)n2Cc2ccc(Cl)cc2)CC1`?
SSB-PriA inh: -2.0

Results for Cn1ccc(C(=O)Nc2nc3cc4c(cc3s2)OCCO4)n1 ?
SSB-PriA inh: 10.0

How did COC(=O)c1ccc(NC(=O)C(=O)NCC2CCN(Cc3ccccc3)CC2)cc1 do in these assays?
SSB-PriA inh: -14.0

How did COc1cn(CC(=O)Nc2ccc3c(c2)OCCO3)c(CN2CCCCC2)cc1=O do in these assays?
SSB-PriA inh: 3.0

How did Cc1nc2cc(NC(=O)c3sc4ccccc4c3Cl)ccc2n1-c1ccccc1 do in these assays?
SSB-PriA inh: -11.0&-1.0

How did NNC(=O)CNC(c1ccccc1)c1cc(Br)ccc1NC(=O)CN1CCOCC1 (stereo not drawn) do in these assays?
SSB-PriA inh: 2.0

What do the screens show for `Cc1nn(C)c(C)c1CNc1ncc2c(=O)n(Cc3ccccc3)c(=O)[nH]c2n1`?
SSB-PriA inh: -13.0

Results for CCOC(=O)c1cn[nH]c1N1C(=O)c2ccc(OC)c(OC)c2C1=O ?
SSB-PriA inh: -9.0

How did O=C(NCc1cncc(-c2ccsc2)c1)c1ccc(-c2cccs2)cc1 do in these assays?
SSB-PriA inh: -4.0

What do the screens show for `O=C(Nc1ccccc1-c1nc2ccccc2[nH]1)c1cccc(Br)c1`?
SSB-PriA inh: -2.0

What do the screens show for `CC(C)c1nccn1CC1CCN(C(=O)CSC2CCCC2)CC1`?
SSB-PriA inh: -10.0

Sorted by heavy-atom count (rising): six of the compounds above
Results for Cn1ccc(C(=O)Nc2nc3cc4c(cc3s2)OCCO4)n1 ?
SSB-PriA inh: 10.0

What do the screens show for `CC(C)c1nccn1CC1CCN(C(=O)CSC2CCCC2)CC1`?
SSB-PriA inh: -10.0

Results for CCOC(=O)c1cn[nH]c1N1C(=O)c2ccc(OC)c(OC)c2C1=O ?
SSB-PriA inh: -9.0

How did O=C(NCc1cncc(-c2ccsc2)c1)c1ccc(-c2cccs2)cc1 do in these assays?
SSB-PriA inh: -4.0

How did Cc1nc2cc(NC(=O)c3sc4ccccc4c3Cl)ccc2n1-c1ccccc1 do in these assays?
SSB-PriA inh: -11.0&-1.0

How did NNC(=O)CNC(c1ccccc1)c1cc(Br)ccc1NC(=O)CN1CCOCC1 (stereo not drawn) do in these assays?
SSB-PriA inh: 2.0

(continued)
How did COc1ccc(-c2cn3c(C(=O)Nc4nccs4)csc3n2)cc1 do in these assays?
SSB-PriA inh: 3.0

How did O=C(CSc1ccc(-n2cccn2)nn1)c1ccccc1 do in these assays?
SSB-PriA inh: -2.0

Results for CCOC(=O)CNC(=O)C1CN(C(=O)c2cnccn2)C1 ?
SSB-PriA inh: -12.0

Results for Cn1c(=O)n(CC(=O)N2CCCC2)c(=O)c2c(N3CCN(C(=O)c4ccco4)CC3)ccnc21 ?
SSB-PriA inh: -7.0

What do the screens show for `CCOC(=O)/C=C/C(=O)Nc1sc(C)c(C)c1C(N)=O`?
SSB-PriA inh: 2.0

What do the screens show for `O=C(NCC1CCN(C(=O)COc2ccccc2)CC1)c1ccccn1`?
SSB-PriA inh: 0.0

How did Cn1c(=O)c2c(ncn2CC(=O)N2CCC(Oc3ncccc3Cl)CC2)n(C)c1=O do in these assays?
SSB-PriA inh: -8.0

How did Cc1cc(NC(=O)c2cccs2)n(-c2ncnc3c2cnn3-c2ccc(Cl)cc2)n1 do in these assays?
SSB-PriA inh: 3.0

Results for O=C(CCn1cnc2ccccc2c1=O)N1CC(n2cc(COc3ccccc3)nn2)C1 ?
SSB-PriA inh: -14.0

What do the screens show for `COC(=O)c1sccc1S(=O)(=O)NCC1CCN(c2nccnc2C#N)CC1`?
SSB-PriA inh: -7.0

Results for O=C(c1ccc2nsnc2c1)N1CCN(c2ncccn2)CC1 ?
SSB-PriA inh: -19.0

What do the screens show for `CCOCC(=O)N1CCC[C@H](Oc2nccnc2N(C)C)C1`?
SSB-PriA inh: -23.0

Results for O=C(NCCOc1ccc(-c2ccco2)nn1)c1ccccc1[N+](=O)[O-] ?
SSB-PriA inh: 5.0

What do the screens show for `COc1ccc(-c2[nH]c3ccccc3c2SCCNC(=O)Cc2ccccc2)cc1`?
SSB-PriA inh: -15.0

How did CN(c1ccsc1C(=O)N1CCSCC1)S(=O)(=O)c1ccc(C(C)(C)C)cc1 do in these assays?
SSB-PriA inh: -1.0

What do the screens show for `COC(=O)c1ccc(NC(=O)Cn2nc(C3CC3)c3cnn(-c4ccccc4)c3c2=O)cc1`?
SSB-PriA inh: 1.0

How did O=C(Cn1cnc2c(sc3ncccc32)c1=O)Nc1ccc(Cl)cc1 do in these assays?
SSB-PriA inh: 3.0

Results for COc1ccc(-c2ccc(C)c(NC(=O)c3cc4ccccc4oc3=O)c2)nn1 ?
SSB-PriA inh: 4.0

Results for O=C(Nc1ccncc1)c1c[nH]c(=O)n(Cc2ccco2)c1=O ?
SSB-PriA inh: -2.0

What do the screens show for `CC(=O)Nc1ccc2c(c1)N(C(=O)C1CCCC1)CC2`?
SSB-PriA inh: 7.0

How did COc1ccc(C(=O)NN=C(C)CC(=O)Nc2ccc3c(c2)OCO3)cc1 do in these assays?
SSB-PriA inh: -2.9

Results for CC(C)Sc1ccc(CC(=O)Nc2ccn3nccc3c2)cc1 ?
SSB-PriA inh: -5.0

How did O=C1OCCC1Sc1nc2ccccc2c(=O)[nH]1 (stereo not drawn) do in these assays?
SSB-PriA inh: -9.0

What do the screens show for `C(=Nn1cnnc1)c1ccc(OCc2ccccc2)cc1`?
SSB-PriA inh: -0.8

What do the screens show for `O=C(Cc1ccccc1Cl)NCCN1CCC(c2cccs2)CC1`?
SSB-PriA inh: -11.0

What do the screens show for `O=S(=O)(NCC(O)c1ccc2c(c1)CCO2)c1ccc(Cl)s1` (stereo not drawn)?
SSB-PriA inh: -7.0

What do the screens show for `Cc1cc(=O)[nH]c(NN=Cc2sccc2C)n1`?
SSB-PriA inh: -14.8

How did Cc1[nH]nc2c1C(=NO)CC(c1ccccc1)C2 (stereo not drawn) do in these assays?
SSB-PriA inh: -8.2

Results for O=S(=O)(Cc1ccccc1)N1CCC[C@H](Oc2cccnn2)C1 ?
SSB-PriA inh: -6.0

How did Cc1ccc2[nH]c(=O)c(N3CCCCC3)c(-c3ccccc3)c2c1 do in these assays?
SSB-PriA inh: -15.0

How did O=C(CCS(=O)(=O)c1ccc(Cl)cc1)Nc1nnc(Cc2ccc3c(c2)OCO3)o1 do in these assays?
SSB-PriA inh: -17.0

What do the screens show for `CCOC(=O)C(C(=O)Nc1ccccc1Br)=C1NC(C)(C)Cc2ccccc21`?
SSB-PriA inh: -14.8

Results for CCOC(=O)CSc1ccc(NC(=O)c2ccc(C)cc2)nn1 ?
SSB-PriA inh: 8.0

Results for O=C([C@@H]1COc2ccccc2O1)N1CCN(Cc2nncn2-c2ccccc2F)CC1 ?
SSB-PriA inh: -4.0

What do the screens show for `Cc1cc(C)c2nc(NCCN(C)C)sc2c1`?
SSB-PriA inh: 15.0

What do the screens show for `Cc1ccc(N2CCN(C(=O)N(C)c3ccccc3)CC2)cc1Cl`?
SSB-PriA inh: -9.0

Results for O=C(Nc1c(F)cccc1F)N(CCc1cccs1)C1CC1 ?
SSB-PriA inh: -14.0

Results for NC(=O)c1cc(C2CCCCN2C(=O)c2ccc(S(=O)(=O)N3CCOCC3)cc2)[nH]n1 (stereo not drawn) ?
SSB-PriA inh: -8.0

What do the screens show for `Cc1ccccc1NC(C)C(=O)NN=Cc1c[nH]c2ccccc12` (stereo not drawn)?
SSB-PriA inh: 10.5

How did COc1ccc2nc(-c3ccc(C)c(NC(=O)c4ccc(C(F)(F)F)cc4)c3)cn2n1 do in these assays?
SSB-PriA inh: -11.0

Results for COC1(CNC(=O)CSC2CCCC2)Cc2ccccc2C1 ?
SSB-PriA inh: -4.0

How did Cc1ccc(NC(=O)Nc2ccc(-c3nc4ccccc4[nH]3)cc2)cc1 do in these assays?
SSB-PriA inh: 11.0

What do the screens show for `O=C(NNC(=O)c1cccn(Cc2cccc(F)c2)c1=O)Nc1ccc2c(c1)OCO2`?
SSB-PriA inh: -11.0

Results for Cc1ccc(NCN2C(=O)c3ccncc3C2=O)cc1C ?
SSB-PriA inh: 2.0

How did Cc1nnsc1C(=O)N1CCSC1c1ccc(Cl)c(Cl)c1 (stereo not drawn) do in these assays?
SSB-PriA inh: -10.0

Screening data: PubChem, Small Molecule Screening Facility, UW Madison
